# PfHsp90 set2: reduces growth (ATP signal) of yeast expressing P. falciparum Hsp90; S. cerevisiae expressing PfHsp90, BacTiter-Glo ATP, 48 h; yeast lacking PDR1 and PDR3 efflux regulators; inhibition, % at 9.4 µM; 310,000 tested, 0.32% active;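 active means every replicate shows inhibition above about 80%, whatever the replicate mean, limit read from the data; inconclusive means mean inhibition reaches the set limit but some replicate falls short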;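 further: 0% = DMSO neutral controls and 100% = 20 µM radicicol positive controls; yeast relying on Plasmodium falciparum Hsp90 in place of its own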
# NSD2 HMT inh: blocks human histone methyltransferase NSD2; O96028; NSD2 peptide methylation, AlphaScreen, 120 min; inhibition, % at 12.5 µM; 310,000 tested, 0.54% active; AID 743445; in the data active means inhibition above about 50%
# SR-BI DiI-HDL act: SR-BI HDL lipid transfer activation. CHO ldlA[mSR-BI] cells, DiI-HDL uptake fluorescence, 3 h; 100 = double the neutral-control signal. 320,000 tested, 0.096% active. activation, % at 12.5 µM;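 active means mean replicate activation of at least 60% and every replicate at or above 60%; inconclusive means mean or all-replicate condition met, but not both; inactive means mean below 60% and not all replicates reaching 60%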;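 further: 0% = median plate neutral-control signal and 100% = twice that signal; values of inactives mirror those of a sister screen read the other way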
#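 System: CHO ldlA[mSR-BI] cells / Medium: HEPES-buffered (25 mM, pH 7.4) F12 plus 0.5% BSA / Probe or stimulus: labelled HDL, 10 µg/mL / Doses: single compound concentration, delivered by pin transfer / Schedule: 3 h, 37 °C / Measured by: DiI fluorescence, bottom read / Measure: cell-associated DiI fluorescence as measure of HDL uptake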
# CAL PDZ FP-1: inhibitors of human CAL PDZ peptide binding | Q9HD26 | purified CAL PDZ, TMR-peptide fluorescence polarization, 1 h | inhibition, % at 20 µM | 330,000 tested, 0.02% active | AID 504414;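 active means highest replicate inhibition of at least 40%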;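 further: plate controls were DMSO neutral control wells for no effect and unlabeled competitor peptide control wells for full effect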
#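 Read-out basis: mP drop reported as inhibition | Assay system: Tagged CAL PDZ protein CerCALP, purified | Benchmarks: Unlabelled peptide for full inhibition, DMSO wells as neutral | Schedule: 1 h incubation at room temperature before polarization reading | Buffer or medium: Sodium phosphate/NaCl buffer pH 7.4 with TCEP, IgG, Thesit | Doses: Single point, 20 µM | Measured by: Fluorescence polarization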
# MITF act: MITF TRPM1 promoter activation in melanoma cells. SK-MEL-5 TRPM1-promoter luciferase, 24 h; % of positive control, neutral wells = 0. activation, % at 12.5 µM. 300,000 tested, 0.75% active. AID 588334;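 active means mean activation of at least 80% with every replicate also reaching 80%; inconclusive means mean reaches 80% but some replicate falls short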;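 further: 0% = neutral control wells and 100% = parthenolide positive control wells; values of inactives mirror those of a sister screen read the other way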
# PvdQ inh: P. aeruginosa PvdQ acylase inhibition. inhibition, % at 10 µM. 340,000 tested, 0.063% active. purified PvdQ acylase, fluorescence plate reader; in the data active means inhibition above about 30%, passing the limit was not always enough; inconclusive means no clear call, values can overlap the other calls;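 further: 0% = vehicle neutral wells and 100% = reference inhibitor wells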
# dFosB activator: enhances mouse delta FosB homodimer DNA binding. P13346. purified delta FosB, TAMRA-CDK5 oligo fluorescence polarization; percent of positive-control signal above neutral wells. activation, % at 25 µM. 340,000 tested, 0.99% active. AID 493131;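 active means mean activation above about 17%, with every replicate also reaching it, limit read from the data, passing the limit was not always enough; inconclusive means only one of the two conditions met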;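 further: fluorescence polarization rise as delta FosB binds a TAMRA Cdk5 AP-1 oligo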
# Target sequence (P13346 whole entry, looked up): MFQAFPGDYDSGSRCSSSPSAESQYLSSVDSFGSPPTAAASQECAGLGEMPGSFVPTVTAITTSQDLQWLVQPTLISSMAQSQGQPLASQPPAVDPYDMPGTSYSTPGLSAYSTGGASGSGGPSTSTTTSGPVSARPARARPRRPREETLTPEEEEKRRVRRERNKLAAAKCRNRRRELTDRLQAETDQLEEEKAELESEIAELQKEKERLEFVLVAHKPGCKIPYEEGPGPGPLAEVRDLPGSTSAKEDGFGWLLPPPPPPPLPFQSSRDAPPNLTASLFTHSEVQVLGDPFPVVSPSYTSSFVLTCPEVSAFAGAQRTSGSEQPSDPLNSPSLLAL
# CAL PDZ FP-2: blocks peptide binding to the human CAL PDZ domain. inhibition, % at 24.9 µM. 300,000 tested, 0.92% active. Q9HD26. purified CAL PDZ, TMR-peptide fluorescence polarization, 1 h. AID 602252;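 active means mean inhibition of at least 30% with at least half of replicates also reaching 30%; inconclusive means no clear call, values can overlap the other calls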;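 further: 0% = DMSO neutral control and 100% = excess unlabeled competitor peptide PRC23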
# Rtt109 HAT inh: blocks Candida albicans Rtt109/Vps75 acetyltransferase activity. inhibition, % at 34.9 µM. 330,000 tested, 0.16% active. purified Rtt109/Vps75, ThioGlo CoA-SH fluorescence, 4 h. Q5AAJ8. AID 540336;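 active means inhibition of at least 50% in every replicate; inconclusive means best replicate reaches 50% inhibition but some replicates fall short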
# Target sequence (Q5AAJ8 whole entry, looked up): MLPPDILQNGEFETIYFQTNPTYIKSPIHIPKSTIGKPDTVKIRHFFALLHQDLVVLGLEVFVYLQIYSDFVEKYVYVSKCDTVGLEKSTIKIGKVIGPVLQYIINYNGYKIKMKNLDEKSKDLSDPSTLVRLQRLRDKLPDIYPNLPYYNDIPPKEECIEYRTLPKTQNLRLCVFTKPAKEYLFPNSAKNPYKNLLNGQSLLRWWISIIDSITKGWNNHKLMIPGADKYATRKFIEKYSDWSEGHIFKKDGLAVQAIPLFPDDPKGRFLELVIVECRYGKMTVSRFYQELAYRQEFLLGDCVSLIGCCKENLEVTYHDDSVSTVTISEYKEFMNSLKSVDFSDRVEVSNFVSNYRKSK
# SR-BI DiI inh: inhibitors of mouse SR-BI mediated HDL lipid uptake; ldlA[mSR-BI] CHO cells, DiI-HDL uptake fluorescence, 3 h; inhibition, % at 12.5 µM; Q61009; 320,000 tested, 0.96% active;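 active means mean replicate inhibition of at least 70% and a set share of replicates each scoring 70 or more; inconclusive means meets just one of the two criteria; inactive means fails both criteria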;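 further: 0% = median of neutral control wells and 100% = median of positive control wells; values of inactives mirror those of a sister screen read the other way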
# * marks the source's active call; other numbers are inactive results; u = inconclusive; x = not tested or not shown.
# Screens in order: PfHsp90 set2	NSD2 HMT inh	SR-BI DiI-HDL act	CAL PDZ FP-1	MITF act	PvdQ inh	dFosB activator	CAL PDZ FP-2	Rtt109 HAT inh	SR-BI DiI inh
COC(=O)[C@@H]1C[C@H]2CC[C@H](O)C[C@H]2N1Cc1ccc(C(F)(F)F)cc1
  -2	x	31	-1.0	8	-13	-7	-3	-3	-31
CC(OC(=O)c1ccc(Cl)nc1)C(=O)N1CCc2ccccc21 (configuration not stated)
  -23	-2	9	0.8	-1	-5	-6	-4	-3	-9
O=C(CCN1C(=O)/C(=C\c2ccccc2)SC1=S)NNC(=O)c1ccccc1O
  -14	8	-99	-0.3	-8	-7	20*	2	8	99*
CCOC(=O)N1CCN(C(=O)CSc2nc3ccccc3c(=O)n2-c2ccccc2)CC1
  23	0	4	-0.2	16	-15	-4	-1	2	-4
Cc1nn(Cc2c(Cl)cccc2Cl)c(C)c1NC(=O)CCCn1nc(C)c([N+](=O)[O-])c1C
  -10	-5	-51	-2.7	-3	-15	-4	-3	0	51
CCOCCn1c(CN2CCN(CCO)CC2)nc2c1c(=O)n(C)c(=O)n2C
  11	x	18	-0.8	x	-16	5	-1	13	-18
Cc1ccc(CN2CCN(C(=O)c3ccncc3)CC2)cc1
  19	0	36	-1.9	2	-3	-3	-2	-24	-36
COc1ccc(CN(C(=O)CNC(=O)c2ccco2)C(C(=O)NCC2CCCO2)c2ccc(OC)c(OC)c2)cc1 (configuration not stated)
  26	-2	20	-1.9	4	-7	-7	-4	0	-20
O=C(CCCc1ccccc1)Nc1cccc(C(=O)O)c1
  16	-3	11	-2.2	-68	-14	2	1	-2	-11
Cc1ccc(S(=O)(=O)N2CCC(C(=O)OCC(=O)N(CC(C)C)C3CCS(=O)(=O)C3)CC2)cc1C (configuration not stated)
  -17	x	-13	-1.8	-12	1	-1	1	-2	13
O=C(/C=C/c1cccc(Cl)c1Cl)OCC(=O)N1CCOCC1
  x	2	4	-2.4	12	3	-8	-4	5	-4
O=C(COc1ccc(S(=O)(=O)NC2CCCCC2)cc1)NCC1CCCO1 (configuration not stated)
  7	-2	12	-1.3	-8	-15	3	0	3	-12
CC(=O)C1=C(C)OC(N)=C(C#N)C1c1ccco1 (configuration not stated)
  19	2	-4	-1.8	-5	4	3	3	-14	4
Cc1cc(C(C#N)c2cccc(Cl)c2)n2ncnc2n1 (configuration not stated)
  14	7	17	0.1	2	-4	-4	-2	2	-17
CCOc1ccc(CN(C)C(=O)CCNC(=O)c2ccco2)cc1
  6	1	-5	-6.4	5	-13	-6	x	-2	5
CC1CN(C(=S)Nc2cccc(Cl)c2)CC(C)O1 (configuration not stated)
  -12	2	4	-0.4	1	-16	-6	x	-6	-4
CCOc1ccc(OCCN(C)Cc2ccccc2)cc1
  12	16	5	-0.9	-4	-7	1	0	-11	-5
Cc1nnc(-c2ccc(Cl)cc2)[nH]c1=O
  6	-1	2	-0.3	3	-1	-4	0	0	-2
CN(c1ccc(C(=O)NCc2ccccc2)cc1)S(C)(=O)=O
  0	-2	18	-4.1	-6	-16	4	-11	1	-18
CCc1cc(CNC(=O)CC2C(=O)NCCN2CC2CCCCC2)on1 (configuration not stated)
  0	1	3	-2.5	-4	-3	-11	-2	x	-3
CCN(CC)C(=O)c1sc(NC(=O)c2ccc(C)c([N+](=O)[O-])c2)c(C#N)c1C
  -21	1	-23	-0.5	x	3	0	-4	2	23
Nc1ccc2ccccc2c1C(=O)c1ccccc1
  x	-1	1	-0.8	16	-9	-4	x	-4	-1
CC(CCc1ccc(O)cc1)NC1c2ccccc2-c2ccccc21 (configuration not stated)
  -3	23	-6	-0.1	7	-11	-3	x	7	6
CCOc1ccc(C(C)(N)C(=O)O)cc1 (configuration not stated)
  x	-1	2	-0.1	-10	-15	4	-3	6	-2
C=CCOc1ccc(C2C3=C(CCCC3=O)N(CC(=O)O)C3=C2C(=O)CCC3)cc1OCC
  -2	3	27	-0.4	2	-2	9	-2	9	-27
CC(C)CC(=O)N/C(N)=N/c1nc2ccccc2s1
  4	-5	-21	x	68	10	-5	7	-1	21
CC1(C)C(=O)C2(CCCCC2)C(=O)OC1c1cccc([N+](=O)[O-])c1 (configuration not stated)
  -25	-1	-49	-1.4	6	2	-7	-2	x	49
O=C1CC(c2ccccc2)CC(O)=C1C=NCC1CCCO1 (configuration not stated)
  8	2	9	-0.2	-2	-8	-1	3	-7	-9
CCc1nc2oc3ccc(C)cc3c(=O)c2cc1C(=O)OC
  -21	22	7	-2.0	x	-19	-3	-4	-4	-7
CCS(=O)(=O)Nc1c(C)n(C)n(-c2ccccc2)c1=O
  -9	4	10	-1.6	5	-12	-8	-3	-12	-10

# Individual results from the list:
# `CCOc1ccc(C(C)(N)C(=O)O)cc1` (configuration not stated) – CAL PDZ FP-2: -3
# `CCc1cc(CNC(=O)CC2C(=O)NCCN2CC2CCCCC2)on1` (configuration not stated) – SR-BI DiI-HDL act: 3

# (more compounds)
# Screens in order: PfHsp90 set2	NSD2 HMT inh	SR-BI DiI-HDL act	CAL PDZ FP-1	MITF act	PvdQ inh	dFosB activator	CAL PDZ FP-2	Rtt109 HAT inh	SR-BI DiI inh
Cc1ccc(C)c(NC(=O)c2ccccn2)c1
  x	21	-14	-2.9	13	-10	-5	-2	-7	14
COc1ccc(CCNC(=O)COC(=O)c2ccc(S(=O)(=O)N3CCCC3)cc2)cc1OC
  -3	-1	-5	-0.1	4	14	-8	-1	11	5
N#CC(c1ccc(Cl)cc1)c1ncc(C(F)(F)F)cc1Cl (configuration not stated)
  x	-2	-12	-1.0	x	57*	6	-1	x	12
CC1CCCC(NC(=O)C2N(CCCN3CCCC3)C(=O)C3C(C(=O)Nc4ccc(Cl)cc4)C4C=CC32O4)C1C (configuration not stated)
  -17	6	x	-3.7	12	-24	-16	-6	4	x
O=C(O)CCCC(=O)NS(=O)(=O)c1ccc(Cl)cc1
  21	1	2	-2.1	x	-4	-5	1	-1	-2
CCc1ccc(N(CC(=O)Nc2ccc(OC)cc2OC)S(C)(=O)=O)cc1
  -15	0	-7	0.9	18	2	6	-1	7	7
C=C1CCC(C)C(C)(CCC2=CCOC2=O)C/C=C\C=C/1C(=O)O (configuration not stated)
  15	x	0	0.7	-4	-6	1	-4	-5	0
Cc1cccc(NC(=O)c2sc(Cl)nc2C)c1C
  1	-4	34	-1.0	3	-16	5	-2	-31	-34
CCC(=O)N1CCc2cc(S(=O)(=O)CCC(=O)N3CCN(c4ccc(F)cc4)CC3)ccc21
  -1	19	3	-2.8	2	3	-5	-3	7	-3
COc1ccc2oc(C(=O)OCC(=O)N(CCC#N)c3ccccc3)c(C)c2c1
  0	22	-25	-1.8	4	-6	-6	-3	1	25
O=C(C[C@@H]1C/C=C/CC[C@H](Cc2ccc(F)cc2)C(=O)OCCNC1=O)N[C@H](CO)Cc1ccccc1
  -10	x	6	-0.7	-9	-7	-9	-5	6	-6
COc1ccc(C(=O)OCC(=O)Nc2cc(C)c(C)cc2[N+](=O)[O-])cc1
  12	0	40	-1.4	-5	-5	4	-1	3	-40
CCOC(=O)CNC(=O)CSc1nnc(-c2ccccc2)c(-c2ccccc2)n1
  29	2	6	-4.0	1	-6	1	6	4	-6
CC1CN(c2nc3ccccn3c(=O)c2/C=C(\C#N)C(N)=O)CC(C)O1 (configuration not stated)
  18	-2	7	-0.1	7	-1	-1	x	-3	-7
Cc1ccc(CN2CCC(c3cc(-c4cccs4)n[nH]3)CC2)cc1
  11	6	-1	-2.2	6	-14	-4	4	1	1
CC(=O)c1c(C)[nH]c(C(=O)Nc2cccnc2)c1C
  1	17	3	-0.8	-2	-12	-9	3	2	-3
Cc1ccc(CCNC(=O)C23CN(Cc4ccccc4)CC2C(c2ccc([N+](=O)[O-])cc2)=NO3)cc1 (configuration not stated)
  -18	x	-10	-1.2	3	-9	-13	0	-3	10
COc1cccc(NC(=O)c2ccccc2Br)c1
  4	-3	-6	-1.0	x	-16	3	x	3	6
COc1ccccc1NC(=O)C/C(N)=N/OCC(=O)Nc1cccc(Cl)c1
  -16	0	-14	-0.3	-14	-15	-4	-2	1	14
Cc1cnc(C(=O)OCC(=O)Nc2sc3c(c2C(N)=O)CCCC3)cn1
  14	-1	17	-0.5	0	-18	1	-4	2	-17
O=C(CSc1nnc(-c2ccccc2)n1C1CCCCC1)N1CCCC1
  11	-3	-4	-0.6	12	-9	3	-5	-2	4
COc1ccc(Nc2ccc(C(=O)O)cc2[N+](=O)[O-])cc1
  -19	2	7	0.2	9	-1	-15	4	-1	-7
CCOC(=O)c1cc2sc(C)cc2n1CC(=O)N(CC)CC
  0	5	-1	-1.2	6	-1	5	-1	-6	1
COCCC(=O)N1CCC(Oc2ccc(C(=O)NCc3ccon3)cc2)CC1
  -2	0	12	0.2	3	-12	2	-3	4	-12
O=C(Cn1cnc2ccccc2c1=O)c1ccccc1
  0	-3	-5	-0.3	x	-12	0	1	0	5
O=C(NCCCN1CCCC1)c1ccc(CS(=O)(=O)c2c(Cl)cccc2Cl)o1
  -11	7	23	0.6	5	-2	-8	5	1	-23
O=C1NCCCN1Cc1ccc(Cl)cc1
  3	0	8	0.3	0	2	3	-4	-3	-8
O=C(Cc1cccc(NC(=O)C2CCCN(C(=O)C3CCCCC3)C2)c1)Nc1cccc(C(=O)N2CCOCC2)c1 (configuration not stated)
  -1	x	-6	0.1	-6	-22	-2	9	16	6
COc1ccc(C(=O)Nc2cccc(C(=O)N/N=C/c3ccc(OC)cc3OC)c2)cc1
  -2	0	-89	-3.1	-53	20	u	-6	6	90*
c1ccc(-c2ccccc2OCCn2cncn2)cc1
  9	-1	19	-0.7	-5	-12	-4	-5	-9	-19
CC1(C(=O)Nc2nccs2)Cc2ccccc2C(=O)O1 (configuration not stated)
  x	0	-7	0.1	3	-13	1	x	-10	7
COc1ccc(/C=C/CN2CCN(Cc3ccccc3)C(CCO)C2)cc1 (configuration not stated)
  -6	1	12	-0.3	6	-11	-7	-3	0	-12
Cc1ccc(S(=O)(=O)NC2=NCN(C3CCCCC3)CN2)cc1
  x	-4	21	-0.5	x	-6	3	-2	1	-21

# Screens (PubChem)
